Source: PubChem
GPT2 inhibitor: Primary qHTS assay for inhibitors of Glutamate pyruvate transaminase 2 (GPT2) | 0.25% of 100,000 active | Alanine aminotransferase 2 (Homo sapiens), Q8TD30 | Recombinant GPT2, coupled pyruvate oxidase/HRP Amplex Red fluorescence | AID 1671188, 2021 | Potency, µM (doses to about 57.7 µM), without a hit: at the highest dose activity change, negative = inhibition, hits mostly inhibitors; note: potency is the fitted concentration of half-maximal effect; nearly all actives have a fitted effect of over 60% in size; many of its hits are not listed in these tables
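Fluorescence read-out: pyruvate from GPT2 turnover coupled to pyruvate oxidase, HRP and Amplex Red (0.2mM ThPP, 0.2U/mL PO and HRP, 50uM Amplex final). Substrates 250uM a-KG, 2mM L-alanine; enzyme 10ng/uL; 30 min RT.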
Luciferase inh: Firefly luciferase inhibition profiling of diverse chemical library using quantitative high-throughput screening | purified P. pyralis luciferase, luminescence, biochemical | Potency, µM (titrated, usually from 115 µM), for the others: at the top dose activity change, negative = inhibition, hits mostly inhibitors | 2.5% of 76,000 active | AID 1347043, 2019; note: potency is the fitted concentration of half-maximal effect; nearly all actives have a fitted effect of over 65% in size
Target sequence (P08659 whole entry, looked up): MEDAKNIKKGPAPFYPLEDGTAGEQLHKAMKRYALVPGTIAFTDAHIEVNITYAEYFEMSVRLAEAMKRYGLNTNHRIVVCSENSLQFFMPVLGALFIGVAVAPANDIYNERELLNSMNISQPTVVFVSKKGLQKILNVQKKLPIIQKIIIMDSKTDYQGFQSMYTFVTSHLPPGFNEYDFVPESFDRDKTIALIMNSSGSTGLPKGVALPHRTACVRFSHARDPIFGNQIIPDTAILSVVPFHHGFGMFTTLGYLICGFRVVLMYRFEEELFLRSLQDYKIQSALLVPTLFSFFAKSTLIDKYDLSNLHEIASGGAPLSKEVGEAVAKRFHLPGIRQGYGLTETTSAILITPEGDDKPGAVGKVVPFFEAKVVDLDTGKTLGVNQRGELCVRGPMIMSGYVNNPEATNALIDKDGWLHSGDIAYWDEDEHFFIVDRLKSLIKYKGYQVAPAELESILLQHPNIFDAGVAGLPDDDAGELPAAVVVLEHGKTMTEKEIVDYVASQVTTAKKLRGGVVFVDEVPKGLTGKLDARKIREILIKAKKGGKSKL
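Luminescence read by CCD imaging after purified firefly luciferase (10nM final) was added to substrate buffer holding 10uM D-luciferin and 10uM ATP, pH 7.5, pre-dosed with compound.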
HEK cytotox: Cytotoxic Profiling in HEK 293 Cell Line of Diverse Libraries Using Quantitative High-Throughput Screening; Potency, µM (top dose mostly 115 µM), for inactives: at the highest dose activity change, negative = cytotoxicity, actives largely listed as inhibitors; HEK 293 viability, ATP luminescence (CellTiter-Glo), 48-72 h; 6.6% of 94,000 active; note: potency is the fitted concentration of half-maximal effect; nearly all actives have a fitted effect of over 60% in size
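HEK 293 cells seeded at 250 cells/well were exposed to compound for 48 or 72 hr at 37 degree Celsius. Viability taken as ATP content by CellTiter-Glo luminescence.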
SNCA expr inh: Primary qHTS assay for inhibitors of alpha-synuclein gene (SNCA) expression; AID 1671194, 2021; 0.17% of 140,000 active; Potency, µM (highest dose often 57.2 µM), without a hit: top-dose activity change, negative = inhibition, actives largely listed as inhibitors; HEK-293 SNCA-luciferase knock-in, luminescence, 24 h;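 note: potency is the fitted concentration of half-maximal effect; plate controls were DMSO cells for no effect and cell-free wells for full effect; nearly all actives have a fitted effect of over 45% in size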
NIH3T3 tox: Cytotoxic Profiling in NIH 3T3 Cell Line of Diverse Libraries Using Quantitative High-Throughput Screening; NIH 3T3 viability, CellTiter-Glo ATP luminescence, 48-72 h; 4.3% of 94,000 active; Potency, µM (titrated, usually from 96.7 µM), inactives show at the top dose activity change, negative = cytotoxicity, most hits filed as inhibitors; AID 1345082, 2018; note: potency is the fitted concentration of half-maximal effect; nearly all actives have a fitted effect of over 55% in size
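Mouse fibroblast NIH 3T3 cells, 400 per well, received compound via pintool and were incubated for 48 or 72 hr prior to CellTiter-Glo ATP luminescence measurement.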
IP6K1 inh: Primary qHTS assay for small molecule inhibitors of Inositol hexaphosphate kinase 1 (IP6K1); Inositol hexakisphosphate kinase 1 (Homo sapiens), Q92551; IP6K1 kinase, ADP-Glo luminescence, 2 h; active compounds read low; activity change, % (series mostly up to about 58 µM); 0.81% of 140,000 active; in the data active = activity change below about -25%
Target sequence (Q92551 whole entry, looked up): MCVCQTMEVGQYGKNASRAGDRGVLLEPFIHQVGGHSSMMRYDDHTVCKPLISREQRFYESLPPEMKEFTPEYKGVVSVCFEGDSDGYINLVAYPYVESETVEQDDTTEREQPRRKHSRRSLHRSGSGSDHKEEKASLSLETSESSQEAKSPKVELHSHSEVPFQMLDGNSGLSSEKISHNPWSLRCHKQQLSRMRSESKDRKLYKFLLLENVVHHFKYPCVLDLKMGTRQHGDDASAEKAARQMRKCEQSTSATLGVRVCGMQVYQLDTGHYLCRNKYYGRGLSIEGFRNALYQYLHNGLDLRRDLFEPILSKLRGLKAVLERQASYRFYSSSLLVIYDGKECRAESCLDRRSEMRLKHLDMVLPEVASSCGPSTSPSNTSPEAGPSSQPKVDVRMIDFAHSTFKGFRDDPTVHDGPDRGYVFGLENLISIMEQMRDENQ
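ADP-Glo luminescence measures ADP made by human IP6K1 during a 2 h RT reaction with ATP/IP6 (mix at 1.3 mM/130 uM); top library doses 57.5 and 19.1 uM final.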
HEK293 viab: GF-AFC viability counterscreen for inhibitors of alpha-synuclein gene (SNCA) expression; HEK-293-SNCA-luc viability, GF-AFC fluorescence, 24 h; Potency, µM (titrated, usually from 57.1 µM), inactives show at the top dose activity change, negative = cytotoxicity, actives largely listed as cytotoxic; 0.12% of 150,000 active;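 note: potency is the fitted concentration of half-maximal effect; 0% = DMSO-treated cells and -100% = medium-only wells without cells; nearly all actives have a fitted effect of over 30% in size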
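Cytotoxicity counterscreen: after 24 h compound treatment of genome-edited SNCA-luciferase HEK-293 cells, live-cell protease substrate GF-AFC read by fluorescence after 30 min; activity scaled between DMSO (0%) and medium-only (-100%), curves Hill-fitted.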
An asterisk follows results filed as active; i = inactive; ? = inconclusive; . = not tested or not shown; [ ] = dose if it differs, or a comment. Unless noted, calls come from the whole dose curve; as a rule, active = well fitted curve in the direction sought with a large enough effect; inconclusive = small, poorly fitted or top-dose-only effect, or another doubt; inactive = no such curve, though single readings can be large; an effect the other way counts as inactive or inconclusive. Unless noted, % is set by controls: 0 for no effect and ±100 for the full control effect. The list is partial; the hit share may differ from the screen's.

entry	Structure	GPT2 inhibitor	Luciferase inh	HEK cytotox	SNCA expr inh	NIH3T3 tox	IP6K1 inh	HEK293 viab
1	COc1ccc(NC(=O)c2oc3ccccc3c2NC(=O)c2cc3ccccc3o2)c(OC)c1	.	.	.	7.7%	.	-8.5	3.0%
2	CC(C)c1nncn1C1CCN(S(=O)(=O)c2ccccc2F)CC1	-11.7%	-2.7%	1.1%	-18.6%	-7.7%	7.1	-1.0%
3	c1ccc(-n2cc(CN3CCCN(Cc4cccs4)CC3)nn2)cc1	4.9%	8.5%	?	-21.3%	-30.5%	1.8	-17.5%
4	Cc1ccc(S(=O)(=O)NCCc2csc(-c3cccc(F)c3)n2)cc1	.	.	.	5.1%	.	44.2	-2.2%
5	Cc1ccccc1S(=O)(=O)N1CCCC(CCC(=O)NCC2CCCCC2)C1 (stereo unspecified)	i	0.0%	39.8µM*	-20.9%	?	20.9	-13.2%
6	CCOC(=O)c1ccc(CN(Cc2ccc(F)cc2)S(=O)(=O)c2ccc(F)c(C(=O)Nc3cc(Cl)ccc3OC)c2)cc1	.	.	.	-26.1%	.	11.0	0.7%
7	O=C(C1CCCC1)N1CCc2nc(C3CC3)nc(-c3ccc(O)cc3)c2CC1	i	.	?	?	?	5.8	?
8	CCOC(=O)CN1Cc2ccccc2N(CC(O)COc2ccc(OC)cc2)CCC1=O (stereo unspecified)	.	.	?	.	-28.2%	-10.9	.
9	COc1cccc(C(=O)Nc2cnc(-c3ccccc3)nc2)c1	-7.4%	-19.8%	?	163.6%[activator]	-22.0%	-8.1	-5.6%
10	Cc1ccc(Cl)cc1N1CCN(C(=O)C2CCN(S(=O)(=O)c3ccc4c(c3)oc(=O)n4C)CC2)CC1	.	.	.	6.7%	.	6.7	0.9%
11	COc1cccc(N2CCN(C(=O)Cn3ncc4c(=O)oc5ccccc5c43)CC2)c1	.	.	.	-5.9%	.	33.3	2.5%
12	CCCCCCC(=O)OC1CC(C)(C)NC(C)(C)C1	2.8%	.	.	20.0%	.	.	2.0%
13	O=c1ncn(Cc2ccccc2)c2ccc(-c3ccc(O)c(F)c3)nc12	2.3%[88.5 µM]	-2.3%[172 µM]	-2.2%[172 µM]	-12.6%[87.6 µM]	?	-3.9	3.7%[87.6 µM]
14	O=C(NC1CCCC1)c1csc(N2CCN(c3cccc(Cl)c3)CC2)n1	1.0%	-3.0%	35.5µM*	?	?	-3.7	-26.8%
15	CC(=O)N1CCN(C(=O)c2ccc3nc(-c4cccc(C)n4)oc3c2)CC1	i	.	-6.8%	18.8%	-20.2%	6.9	10.3%
16	O=C(NCc1ccc(F)cc1)c1nc2cccnc2n(CCc2ccccc2)c1=O	i	.	?	-17.0%	-23.7%	2.2	-6.6%
17	CCC(C)NC(=O)N1CCC(c2nn(CC(=O)NC)c3c2COCC3)CC1 (stereo unspecified)	-16.6%	6.6%	-2.8%	-8.6%	i	0.0	1.3%
18	NC(=O)[C@@H]1CN(C(=O)C2CC2)C[C@H]1COc1ccccc1	i	9.5%	i	-9.5%	1.2%	1.1	-5.4%
19	COc1cccc(-c2cccc(C(=O)N3CCN(C(=O)Cc4ccc(F)cc4)CC3)c2)c1	-11.3%	.	?	15.6%	?	10.3	12.3%[12.5 µM]
20	CC1=C(C(=O)Nc2ccccc2Cl)C(c2cccs2)n2ncnc2N1 (stereo unspecified)	.	.	.	11.9%	.	-26.4*	1.3%
21	COC(=O)[C@@H]1Cc2ncn(Cc3ccccc3)c2CN1S(=O)(=O)c1cccc2c(N(C)C)cccc12	-2.6%	14.1%	?	-15.8%	?	1.1	5.1%
22	CC(C)CN1C(=O)c2cccn2CC1C(=O)NCc1cccc(C(F)(F)F)c1 (stereo unspecified)	-3.0%	-2.1%	i	-2.1%	-24.0%	7.5	24.6%
23	CCN1CCN(C(=O)c2cc(-c3ccccc3OC)c3nncn3n2)CC1	i	.	-9.4%[172 µM]	?	-13.1%[138 µM]	11.0	4.4%[12.5 µM]
24	CN1C(=O)CS(=O)(=O)C12CCN(C(=O)c1cc(F)ccc1F)CC2	?	-8.2%	-0.5%	-2.8%	-14.4%	-6.3	?
25	O=C(Nc1ccc2oc(-c3ccc(O)c(Br)c3)nc2c1)c1cc2ccccc2o1	.	.	.	58.2%[activator]	.	12.0	11.5%
26	O=C(C1CCCC1)N1CC2(CCCN(CC3CCCCC3)C2)Cc2ccccc21 (stereo unspecified)	-0.7%	.	?	-10.0%	?	3.2	8.1%
27	CC1=C(C(=O)OC2CCCC2)C(c2cccc(Cl)c2Cl)CC(=O)N1 (stereo unspecified)	.	.	.	-12.5%	.	5.8	3.1%
28	CC(C)CNc1ccc2c(n1)C(C)(C(=O)N1CCOCC1)CN(Cc1ccccc1)C2 (stereo unspecified)	-5.2%[88.5 µM]	0.1%[172 µM]	?	-14.8%[87.6 µM]	?	-7.2	?
29	CN(Cc1cc(-c2ccccc2)no1)Cc1ncccc1C(=O)O	i	-23.9%	i	8.0%	-15.6%	0.4	-0.4%
30	COc1ccc(C)cc1NC(=O)C(NS(=O)(=O)c1cccs1)c1ccccc1 (stereo unspecified)	.	.	.	-3.1%	.	-4.8	11.3%
31	CCN(C(=O)c1cc(S(=O)(=O)N2CCOCC2)cn1C)c1ccc(OC)cc1	.	.	.	-10.3%	.	26.9	-22.1%
32	Cc1nc(-c2ccc(S(=O)(=O)Nc3cc(Cl)ccc3C)cc2)co1	.	.	.	-1.5%	.	-8.3	5.8%
33	COCCNC(=O)[C@@H]1CCC[C@@H](NC(=O)CC(C)C)CN(C)C(=O)C1	-3.9%[88.5 µM]	-6.5%[172 µM]	i	2.1%[87.6 µM]	4.8%[138 µM]	9.0	2.4%[87.6 µM]
34	CCc1ccccc1NC(=O)Cn1c(-c2ccc(F)cc2)nc(C)c(CCO)c1=O	-1.0%	-5.2%	-2.9%	9.5%	-11.9%	0.1	-17.3%
35	CCC(COC)NC(=O)c1ccccc1OC1CCN(C(=O)COC)CC1 (stereo unspecified)	4.4%	3.1%	-5.8%	0.4%	i	7.3	-0.9%
36	COc1ccc(CN2CC[C@@](C)(O)[C@H](N3CCCC3)C2)cc1	-16.6%	-7.8%	?	-12.2%	?	16.4	11.0%
37	COC[C@@H]1CN(Cc2ccc(F)c(F)c2)C[C@H]1C(=O)NC1CC1	i	5.7%	4.9%	-9.9%	-0.8%	0.7	?
38	COc1cccc(CNC(=O)Cn2c(SCC(=O)Nc3ccc(F)cc3)nc3ccccc32)c1	.	.	.	-11.9%	.	27.8	-14.8%
39	O=C1CCCN1CCCN1C(=O)[C@@H]2C[C@@H](O)CN2C2(CN(Cc3ccc(F)cc3)C2)C1=O	i	-10.6%	i	-4.2%	-5.1%	-3.7	5.0%
40	CC1=CC(=O)CC(C)(C)[C@@]1(O)/C=C/C(C)O[C@@H]1O[C@H](CO)[C@@H](O)[C@H](O)[C@H]1O (stereo partly specified)	i	.	.	.	.	-1.6	?
41	O=C(NCCc1ccccc1F)c1ccc2nnc(C3CC3)n2c1	i	.	?	6.1%[87.6 µM]	-26.6%[138 µM]	-6.8	-10.0%[87.6 µM]
42	CCCN1C(=O)C2(c3ccccc31)c1c(oc3ccccc3c1=O)C(=O)N2CCCOC(C)C (stereo unspecified)	.	.	.	31.0%[activator]	.	4.9	-6.4%
43	Cc1ccsc1CN(Cc1ccc(CN(C)S(C)(=O)=O)o1)CC(C)C	2.4%	-0.2%	?	-9.6%	?	14.0	-2.1%
44	CCS(=O)(=O)c1cccc(C(=O)N2CCN(c3nc4c(C)ccc(Cl)c4s3)CC2)c1	.	.	.	?	.	16.6	-15.4%
45	NC(=O)[C@@H]1CN(C(=O)c2ccccn2)C[C@H]1COc1ccccc1	i	6.5%	-3.5%	-2.0%	i	-0.6	-4.6%
46	COCc1cc(=O)n(CC(=O)Nc2ccccc2)c(N2CCOCC2)n1	-19.3%	0.0%	-6.3%	14.6%	?	16.8	5.5%
47	CCN1CCN(c2ncnc3c2CN(c2cccc(C)c2)C(=O)CN3C)CC1	i	.	1.6%	-1.0%	-5.1%	6.8	4.3%
48	CCc1ccc(NC(=O)CSc2nc(-c3ccccc3)c(C#N)c(=O)[nH]2)cc1	.	.	.	-5.6%	.	-21.8	-0.6%
49	CN(Cc1ccccc1)C(=O)c1ccc(CSc2nc3cccnc3n2Cc2ccccc2F)cc1	.	.	.	?	.	-11.5	?
50	CCN(CC)Cc1nc(C2(O)CCN(CCC(C)C)CC2)cs1	5.0%[88.5 µM]	-0.2%[172 µM]	?	18.2%[87.6 µM]	?	26.5	-11.1%[87.6 µM]
51	COc1ccc(-c2cc3c(=O)n(CCNC(=O)c4ccc(OC)c(OC)c4)ccn3n2)cc1	i	?	?	95.2%[activator]	-9.5%	-9.3	-5.5%
52	COc1c(C)cccc1C(=O)Nc1cccc2ccc(C)nc12	.	.	.	-27.8%	.	-4.3	6.9%
53	CCC(C)CCCCC(=O)N[C@@H](CCN)C(=O)NC(C(=O)N[C@H](CCN)C(=O)N[C@@H]1CCNC(=O)C([C@@H](C)O)NC(=O)[C@@H](CCN)NC(=O)[C@@H](CCN)NC(=O)[C@@H](CC(C)C)NC(=O)[C@H](Cc2ccccc2)NC(=O)[C@H](CCN)NC1=O)[C@@H](C)O (stereo partly specified)	i	.	.	-2.7%	.	.	5.8%
54	CC[C@]12C=CCN3CC[C@@]4(c5cc([C@@]6(C(=O)OC)C[C@H]7C[C@@H](C(C)(F)F)CN(Cc8c6[nH]c6ccccc86)C7)c(OC)cc5N(C)[C@H]4[C@@](O)(C(=O)OC)[C@@H]1OC(C)=O)[C@@H]32	i	.	.	.	.	-6.0	-41.5%[23.9 µM]
55	COC(=O)c1ccc(C2C(C(=O)Nc3ccccc3)=C(C)Nc3nc4ccccc4n32)cc1 (stereo unspecified)	.	.	.	-3.5%	.	15.9	-0.3%
56	Cc1ccc(-c2nnc(Nc3cccc(Cl)c3)c3ccccc23)cc1S(=O)(=O)N1CCOCC1	.	.	.	33.1%[activator]	.	43.5	3.0%
57	C[C@H](C(=O)N(C)CCC#N)C1CC[C@@]2(C)Cc3sc(NC(=O)c4cccn4C)nc3[C@@H](C)[C@@H]2[C@H]1O (stereo partly specified)	-18.0%	5.01µM*	?	?	?	0.7	4.7%
